BAP1 inh: human BAP1 deubiquitinase inhibition; Q92560; recombinant BAP1, Ub-AMC hydrolysis fluorescence kinetic; hits give low values; activity remaining (% of control), % at 20 µM; 72,000 tested, 0.48% active;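 active = activity remaining at or below 50% of control, provided the compound also passes the data quality filters; inactive = the rest, including low values that fail the filters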;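 also: 100% = DMSO wells rate and 0% = substrate alone blank rate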
Target sequence (Q92560 whole entry, looked up): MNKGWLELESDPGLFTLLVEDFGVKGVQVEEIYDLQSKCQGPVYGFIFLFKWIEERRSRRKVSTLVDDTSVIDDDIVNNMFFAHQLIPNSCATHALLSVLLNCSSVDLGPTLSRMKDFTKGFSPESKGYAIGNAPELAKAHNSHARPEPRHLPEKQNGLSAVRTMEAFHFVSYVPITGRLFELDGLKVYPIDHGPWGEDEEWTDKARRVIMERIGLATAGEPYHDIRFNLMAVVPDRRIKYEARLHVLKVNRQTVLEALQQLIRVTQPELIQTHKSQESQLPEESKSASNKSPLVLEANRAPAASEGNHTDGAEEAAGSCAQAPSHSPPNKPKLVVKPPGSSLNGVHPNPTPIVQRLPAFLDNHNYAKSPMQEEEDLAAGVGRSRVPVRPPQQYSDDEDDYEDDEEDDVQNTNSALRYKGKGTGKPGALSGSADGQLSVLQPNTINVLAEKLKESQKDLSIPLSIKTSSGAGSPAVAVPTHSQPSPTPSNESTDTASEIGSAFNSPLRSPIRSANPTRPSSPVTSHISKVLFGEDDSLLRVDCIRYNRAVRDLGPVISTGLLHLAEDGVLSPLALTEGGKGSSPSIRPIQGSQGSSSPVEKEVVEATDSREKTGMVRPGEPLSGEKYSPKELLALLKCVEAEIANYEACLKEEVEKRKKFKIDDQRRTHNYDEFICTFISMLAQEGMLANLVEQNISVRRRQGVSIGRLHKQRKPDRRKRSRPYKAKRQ
HePTP inh: inhibitors of human HePTP phosphatase; P35236; recombinant HePTP phosphatase activity, OD absorbance; inhibition, % at 20 µM; 110,000 tested, 0.64% active; AID 521; in the data active = inhibition above about 50%;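 also: plate controls were vehicle for no effect and reference inhibitor for full effect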
Target sequence (P35236 whole entry, looked up): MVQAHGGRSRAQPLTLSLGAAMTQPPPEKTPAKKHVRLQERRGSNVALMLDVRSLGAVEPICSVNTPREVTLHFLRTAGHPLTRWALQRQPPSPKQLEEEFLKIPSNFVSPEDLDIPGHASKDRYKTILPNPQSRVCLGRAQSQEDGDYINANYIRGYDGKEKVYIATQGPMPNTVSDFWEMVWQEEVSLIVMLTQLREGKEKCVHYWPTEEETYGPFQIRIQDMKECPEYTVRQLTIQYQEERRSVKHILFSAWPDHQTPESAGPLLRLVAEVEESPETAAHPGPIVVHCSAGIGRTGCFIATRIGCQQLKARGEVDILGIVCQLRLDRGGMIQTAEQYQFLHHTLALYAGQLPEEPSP
An asterisk follows results filed as active; i = inactive; . = no result given; & = joins results of further samples.

BAP1 inh	HePTP inh	compound
59	-20	COC(=O)c1cccc(Nc2cc(C)nc(-c3ccccc3O)n2)c1
71	0	COCCN1C(=O)C(=O)/C(=C(/O)c2ccc3c(c2)OCCO3)C1c1ccc(C(=O)OC)cc1 (centres undefined)
.	11	NC(=O)c1cc(NC(=O)c2ccc(Cl)c(Cl)c2)ccc1Cl
146	8	Cc1ccc(CNC(=O)C2C3C=CC(C3)C2C(=O)O)cc1 (centres undefined)
92	-2	COc1cccc(C(=O)NCc2cn3ccsc3n2)c1
83	9	COc1ccc(-c2c3c(=O)n(C)c(=O)n(C)c3cn2-c2cccc(OC)c2)cc1
.	-8	COC(=O)c1ccc(NC(=O)CC(=O)Nc2ccc(C(=O)OC)cc2)cc1
.	6	O=C1N=c2ccccc2=C1c1s/c(=N\Nc2ccccc2)n(-c2ccccc2)c1O
.	-2	O=C(CN(c1ccc(F)cc1)S(=O)(=O)c1ccccc1)Nc1ccc(Br)cc1
.	-2	CCOC(=O)c1ccccc1NC(=O)CCNS(=O)(=O)c1ccccc1[N+](=O)[O-]
106	-1	c1ccc(OCCCc2nc(-c3ccccn3)no2)cc1
80	-6&-3	CCc1ccc(O)c(N=Cc2cccc(C)c2O)c1
.	12	O=C1CC(N2CCN(c3ccccn3)CC2)C(=O)N1c1ccc(Br)cc1 (centres undefined)
68	10	CC(C)Oc1ccc2c(=O)c(-c3ccccc3)coc2c1
.	1	COc1ccc(CCNC(=O)/C=C/c2ccco2)cc1OC

The list continues:
BAP1 inh	HePTP inh	compound
86	13	COc1c(F)c(F)c(C(=O)Nc2cccc(Cl)c2N2CCOCC2)c(F)c1F
70	8	CN1CCN(C(=O)c2cnn(-c3ccccc3)c2NC(=O)c2cccs2)CC1
.	6	CCC(C)C(NC(=O)c1cc(C)oc1C)C(=O)O (centres undefined)
.	1	Nc1ccc2nc(SCc3ccc([N+](=O)[O-])cc3)sc2c1
.	6	O=c1cc(-c2ccccc2)nc2cc(-c3cccc(F)c3)[nH]n12
57	4	CS(=O)(=O)Nc1ccc(C(=O)NCc2ccco2)cc1
106	11	Cc1nc(CC(=O)Nc2nc(-c3ccccc3)cs2)cs1
87	2	O=C(CCSCCc1ccccn1)Nc1nccs1
133	0	O=C(CCCOc1ccccc1)N1CCN(c2ccccn2)CC1
.	-7	O=C(Nc1ccccc1[N+](=O)[O-])C1COc2ccccc2O1 (centres undefined)
.	-1	O=C(c1sc2cc(F)ccc2c1Cl)N1CCc2ccccc2C1
77	.	Cc1cc(N2CCCC2=O)cc(C)c1CN1C(=O)c2ccccc2C1=O
99	1	O=C(NCc1ccco1)c1cc(S(=O)(=O)N2CCOCC2)ccc1Cl
109	5	N#CCSc1nc2ccccc2c(=O)n1-c1ccccc1
.	-7	COc1ccc(/C=C2/SC(=Nc3ccc(F)cc3)NC2=O)c(OC)c1

New compounds follow
BAP1 inh	HePTP inh	compound
93	2&11	CCN(CC)CCn1c(=N)n(CCO)c2ccccc21
.	17	CC(C)OC(=O)c1c(-c2ccc(Br)cc2)csc1NC(=O)C1C2CCC(C2)C1C(=O)O (centres undefined)
58	7	C/C(=C\C(=O)c1ccc(C)o1)Nc1ccc2c(c1)OCO2
89	-5	O=C(CCCCCn1c(=O)[nH]c2ccccc2c1=O)NCCCN1CCN(c2ccccc2F)CC1
111	7	CCOc1ccc(N2C(=O)c3cccnc3C2Nc2ccc(OC)cc2)cc1 (centres undefined)
.	-8	COc1ccc(C(=O)NNC(=O)c2ccccc2O)cc1
.	6	COc1ccc(-n2c(=O)c3ccccc3n(CC(=O)NC3CCCC3)c2=O)c(OC)c1
.	6	COc1ccc(/C=C2\C(=O)NC(=O)N(c3ccccc3)C2=O)c(C)c1
78	2	O=C(CSc1nnc(-c2ccccn2)n1Cc1ccco1)c1ccc(-c2ccccc2)cc1
.	7	O=C1C2C3C=CC(C4CC34)C2C(=O)N1c1ccc(F)cc1 (centres undefined)
.	2	N/C(=N\OCC(=O)Nc1ccccc1)c1nonc1N
.	-17	CC(=O)c1ccc(NC(=O)c2ccc(N3C(=O)c4ccccc4C3=O)cc2)cc1
102	10	CN(C)CCCNCCCNC(=O)c1ccccn1
51	-11	O=C1c2cccc3cccc(c23)C(=O)N1c1nccs1
.	-16	CCOc1ccccc1N(CC(=O)Nc1cc(Cl)cc(Cl)c1)S(=O)(=O)c1ccccc1

Compounds shown so far with a COOH group (three):
BAP1 inh	HePTP inh	compound
146	8	Cc1ccc(CNC(=O)C2C3C=CC(C3)C2C(=O)O)cc1 (centres undefined)
.	6	CCC(C)C(NC(=O)c1cc(C)oc1C)C(=O)O (centres undefined)
.	17	CC(C)OC(=O)c1c(-c2ccc(Br)cc2)csc1NC(=O)C1C2CCC(C2)C1C(=O)O (centres undefined)

(continued)
BAP1 inh	HePTP inh	compound
94	-3	c1cn2cc(CN3CCOCC3)nc2s1
90	-2	COc1ccc(CCNc2oc(Cc3ccccc3)nc2C#N)cc1OC
83	.	CCCSc1nnc2[nH]c(=O)cc(N)n12
.	6	CCN(CC)CCN1C(=O)C(O)=C(C(=O)/C=C/c2ccccc2)C1c1ccc(C)cc1 (centres undefined)
.	4	COc1cccc(C2/C(=C(\O)c3ccccc3)C(=O)C(=O)N2CCCC(=O)O)c1 (centres undefined)
.	5	CC(=O)N1Cc2ccccc2C(C)CC12CCCC2 (centres undefined)
81	0	CC1Cc2nc(SCC(=O)Nc3nccs3)n(Cc3ccccc3)c(=O)c2S1 (centres undefined)
.	0	CN1C(=O)/C(=C\c2cc(Cl)ccc2OCc2ccccc2Cl)SC1=S
.	-1	O=c1oc2cc(OCc3ccc(F)cc3)ccc2cc1-c1nc2ccccc2s1
.	-17	O=C1NC(=O)N(c2ccccc2)C(=O)/C1=C\c1ccc(OCc2ccccc2F)cc1
99	-1	O=C(CSc1nnc(NC2CCCCC2)s1)NC1CCS(=O)(=O)C1 (centres undefined)
92	1	Cc1cc(C2C(=O)CC(=O)CC2c2ccccc2)on1 (centres undefined)
69	4	Cc1cc(=O)n2c(C)n[nH]c2n1
88	2	O=C(NCC1CCCO1)c1ccccn1 (centres undefined)
.	-17	CN(C)c1ccc(-c2nc3ccccn3c2/N=C/c2cccc([N+](=O)[O-])c2O)cc1

Going on with the list:
BAP1 inh	HePTP inh	compound
.	3	CCN(C=NC1=NN(c2ccccc2)CC1)CC
101	.	CC(=O)c1ccc(NC(=O)c2ccc(C)c(S(=O)(=O)N3CCOCC3)c2)cc1
99	6	CC(=O)Nc1cccc(-c2csc(NCc3ccco3)n2)c1
.	7	O=C(NCc1ccccn1)c1ccc(O)cc1
i	-4	CCOCCCn1c(=NC(C)=O)c(C(=O)OCC)cc2c(=O)n3ccccc3nc21
93	7	Cc1nnc2n1NC(c1ccc(Cl)cc1)C(C(=O)N(C)C1CCCCC1)S2 (centres undefined)
95	2	COC(=O)c1c(NC(=O)Cc2cccs2)sc(C(=O)N2CCCCC2)c1C
157	9	O=C(O)c1ccc(NC(=O)c2cccs2)cc1
101	10	COc1cccc(-n2c(SCC(=O)NCCc3ccccc3)nnc2-c2ccoc2C)c1
77	4	COc1ccccc1C(=O)NCCCn1cc(Br)c(C)n1
.	-9	CC1=C(C(=O)Nc2ccccc2)C(c2cc(C)cs2)NC(=O)N1 (centres undefined)
120	-8	CC(=O)OCC(=O)Nc1ccc(Cl)cc1Cl
76	4	Cc1cc(N2CCN(C3CCCC3)CC2)n2c(nc3ccccc32)c1C#N
61	-3	Cc1cccc(N2CCN(C(=O)c3ccc(Cl)c(S(=O)(=O)NCc4ccco4)c3)CC2)c1C
.	4	Cc1cccc(-c2cc(C(=O)N3CCN(c4cccc(C)c4C)CC3)c3ccccc3n2)c1

Ordered by value in HePTP inh (ascending): some entries from above.
BAP1 inh	HePTP inh	compound
.	-9	CC1=C(C(=O)Nc2ccccc2)C(c2cc(C)cs2)NC(=O)N1 (centres undefined)
95	2	COC(=O)c1c(NC(=O)Cc2cccs2)sc(C(=O)N2CCCCC2)c1C
76	4	Cc1cc(N2CCN(C3CCCC3)CC2)n2c(nc3ccccc32)c1C#N

Grouped by structure: the compounds so far containing a cyano group.
BAP1 inh	HePTP inh	compound
109	5	N#CCSc1nc2ccccc2c(=O)n1-c1ccccc1
90	-2	COc1ccc(CCNc2oc(Cc3ccccc3)nc2C#N)cc1OC
76	4	Cc1cc(N2CCN(C3CCCC3)CC2)n2c(nc3ccccc32)c1C#N

Additional results follow:
BAP1 inh	HePTP inh	compound
.	24	COC(=O)[C@]1(C)C=C2C3=CC(=O)C4[C@@]5(C)CCC(O)C(C)(C)C5CC[C@@]4(C)[C@]3(C)CC[C@@]2(C)CC1 (some centres undefined)
.	-5	Cc1ccccc1C(=O)NNC(=O)c1ccc2ccccc2c1
.	-3	COc1ccc(Cn2cccc(NC(=O)Nc3ccc(C#N)cc3)c2=O)cc1
.	-13	O=C(NCc1cccnc1)c1cc(-c2ccccc2)nc2ccccc12
65	-2	Cc1ccccc1NC(=O)CNc1ccccc1N1CCCCC1
.	-13	CC(=O)CC(=O)Nc1ccc(C(C)C)cc1
94	-9	O=C(NCc1ccc(F)cc1)C(c1cccs1)N(C(=O)c1csnn1)C1CC1 (centres undefined)
353	3	NC1=NC(=O)CC(C(=O)Nc2ccc(Cl)cc2)S1 (centres undefined)
.	2	CCOC(=O)CNc1nc(C(C)(C)C)nc2c1nnn2Cc1ccccc1Cl
.	-13	O=[N+]([O-])c1ccc(S(=O)(=O)N2CCSC2c2ccc(Cl)cc2)cc1 (centres undefined)
70	4	COc1ccc2oc(C(=O)CCC(=O)O)c(N)c2c1
87	2	CC(C)CCn1cnc2c([nH]c3cccc(Cl)c32)c1=O
99	.	CCCN(CCC)CCc1cccc2c1CC(=O)N2
.	-23	CCOc1ccc2c(c1)-c1c(ssc1=S)C(C)(C)N2C(=O)CN1C(=O)c2ccccc2C1=O
.	4	COc1ccc(C)cc1NS(=O)(=O)c1cccc2nonc12

A draw from above in order of heavy-atom count, high to low.
BAP1 inh	HePTP inh	compound
.	-5	Cc1ccccc1C(=O)NNC(=O)c1ccc2ccccc2c1
.	4	COc1ccc(C)cc1NS(=O)(=O)c1cccc2nonc12
87	2	CC(C)CCn1cnc2c([nH]c3cccc(Cl)c32)c1=O

(cont.)
BAP1 inh	HePTP inh	compound
.	-22	CC(O)C(=O)NS(=O)(=O)c1ccccc1 (centres undefined)
97	12	Cc1cc(C)n2nc(SCC(=O)NCc3ccco3)nc2n1
.	-5	NC(=O)c1ccc(NC(=S)Nc2ccccc2)cc1
91	8	CCCN1C2CCCC1CC(NC(=O)c1ccccc1)C2 (centres undefined)
.	6	Nc1n[nH]c(N)c1N=Nc1ccc(Cl)cc1
102	6	Cn1nc(CC(=O)Nc2ncc(Br)s2)c2ccccc2c1=O
.	-11	Cc1ccc(-c2nc3ccccc3o2)cc1NC(=O)c1ccc(-c2ccc([N+](=O)[O-])cc2)o1
101	2	CCCCCOC(=O)Cn1c(SCC(=O)Nc2ccccc2)nc2c1c(=O)[nH]c(=O)n2C
.	-16	CN1CCN(C(=O)CN2C(=O)/C(=C/c3cccc(Br)c3)SC2=S)CC1
.	-5	O=C(OCCNC(=O)c1ccc2ccccc2n1)c1cccnc1
119	11	O=C(COC(=O)C1CC(=O)N(c2ccc3c(c2)OCCO3)C1)Nc1ccc2c(c1)CCC2 (centres undefined)
93	-6	COC(=O)CSC1=C(C#N)C(c2ccc(C(C)C)cc2)CC(=O)N1 (centres undefined)
104	-4	CCOCCCNCC(=O)Nc1ccccc1N1CCOCC1
102	11	CC(C)(C)c1ccccc1NC(=O)c1ccco1
104	-4	CCOC(=O)CSc1nnc(CNC(=O)c2ccco2)n1-c1ccc(F)cc1

(listing goes on)
BAP1 inh	HePTP inh	compound
.	10	CC1=NN(c2ccccc2)C(=O)/C1=C\c1ccc(N2CCOCC2)c([N+](=O)[O-])c1
87	-2&-3	CCOc1ccccc1N(CC(=O)N1CCOCC1)S(=O)(=O)c1ccccc1
.	1	CC(=O)C1=C(C)N=c2s/c(=C/c3ccc(N(C)C)cc3)c(=O)n2C1c1ccccc1 (centres undefined)
87	.	Cc1c(N=Cc2ccccc2F)c(=O)n(-c2ccccc2)n1C
96	.	COc1cc2c(cc1OC)C1(CCCC1)CNC2C (centres undefined)
98	3	CC(C)N=C(NC#N)SCc1ccc(F)cc1
.	-20	COc1ccc(OC)c(C2/C(=C(/O)c3ccccc3)C(=O)C(=O)N2c2nc3ccccc3s2)c1 (centres undefined)
.	4	Cc1c(C(=O)Nc2ccc(Cl)cc2)sc(N)c1C(=O)OC(C)C
89	10	CCOc1ccc(N2CC(C(=O)Nc3ccccc3OC)CC2=O)cc1 (centres undefined)
95	6	CCCOC1CCCN(C(=O)c2cc(Cl)c(Cl)cc2C(=O)O)C1 (centres undefined)
105	2	COC(=O)c1ccccc1NC(=O)CN1C(=O)c2ccccc2S1(=O)=O
84	0	Cc1ccc(S(=O)(=O)N2CCOCC2)cc1C(=O)Nc1nc(-c2cccnc2)cs1
96	3	CC(C)(C)c1ccccc1OCCCCCNCCO
.	11	Cc1ccc2ccc(S(=O)(=O)N3CCN(C)CC3)cc2c1
85	.	Cc1ccc(C23CC4CC(CC(C(=O)NC5=NCCS5)(C4)C2)C3)cc1

(next part)
BAP1 inh	HePTP inh	compound
59	.	Cc1ccc(Nc2nc(-c3cc4cc([N+](=O)[O-])ccc4oc3=O)cs2)cc1
68	.	COc1cc2ccccc2cc1C(=O)Nc1nnc(C23CC4CC(CC(C4)C2)C3)s1
.	-4	Clc1ccc(OCCn2ccnc2)cc1
84	-2	COc1cccc(CNC(=O)CN(c2cc(C)cc(C)c2)S(=O)(=O)c2c(C)noc2C)c1
69	5	Cc1ncc([N+](=O)[O-])n1CC(O)CCl (centres undefined)
.	5	COCCNC(=O)CN(c1ccc(OC)cc1OC)S(=O)(=O)c1ccc(C)cc1
95	-6	Cc1cc(OCn2ccc(C(=O)O)n2)ccc1Cl

Assay outcomes as filed in PubChem BioAssay.
